# Screens from PubChem.
# Rab9 promoter act – activates the Rab9 promoter. Huh7 Rab9 promoter-luciferase reporter, luminescence, 24 h. Potency, µM (series often up to 9.22 µM), without a hit: at the highest dose activation, negative = inhibition, usual class: activators. hit rate 2.8% among 320,000; further: % of control where 0% means no effect; nearly all actives have a fitted effect of over 60% in size
#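 Measured in stably transfected Huh7 cells bearing a Rab9 promoter–luciferase construct: 24 h compound treatment at 37 °C, followed by luminescence detection.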
# BRCA1 expr up – activators of BRCA1 expression; AID 624202; Potency, µM (highest dose often 46.1 µM), for inactives: at the top dose activation, hits mostly activators; hit rate 1.1% among 380,000; MCF7-BRCA1-FFLuc reporter, luminescence, 48 h; response scale: scaled: vehicle 0%, 10 µM genistein 100%; further: nearly all actives have a fitted effect of over 80% in size; some results filed as inactive show a strong effect at the top dose
#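 MCF7-BRCA1-FFLuc cells, 2000/well in phenol-red-free MEM, attached 2 h then treated 48 h at 37 C. Luciferase luminescence read 15 min after reagent; normalized to genistein maximum activation (10microM) and DMSO, concentration-response fitted.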
# NPC1 prom act – NPC1 promoter activation; Huh7 NPC1 promoter luciferase reporter, 24 h; Potency, µM (series often up to 9.22 µM), without a hit: at the top dose activation, actives largely listed as activators; hit rate 2.4% among 320,000; AID 485313;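 further: % of control where 0% means no effect; nearly all actives have a fitted effect of over 60% in size; reporter is driven by a mutant NPC1 promoter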
#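 Luminescence read-out of NPC1 promoter-driven luciferase in stably transfected Huh7 cells; compounds delivered in DMSO and left 24 h at 37C, 5% CO2, qHTS titration format.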
# ELG1 genotox – inducers of genotoxicity in HEK293T ELG1-luciferase cells | HEK293T ELG1-luciferase reporter, luminescence, 16 h | Potency, µM (top dose mostly 46 µM), for inactives: top-dose activity change, positive = activation, hits mostly activators | hit rate 1.3% among 330,000 | AID 504466; further: % of control where 0% means no effect; nearly all actives have a fitted effect of over 60% in size
#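 16 hr compound incubation (37 °C, 5% CO2) of HEK293T cells carrying luciferase-tagged ELG1; luciferase then measured by ONE-Glo luminescence after 30 min at RT.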
# RORg inh – blocks mouse ROR gamma transcriptional activity; P51450; Drosophila S2 Gal4-RORgamma UAS-luciferase reporter, 20 h; Potency, µM (highest dose often 53.6 µM), for inactives: at the top dose activity change, negative = inhibition, usual class: inhibitors; hit rate 5.4% among 310,000; AID 2551; further: on the % scale 0 is the no-effect control and ±100 the full control effect; nearly all actives have a fitted effect of over 60% in size
# Target sequence (P51450 whole entry, looked up, the tested form may be a part): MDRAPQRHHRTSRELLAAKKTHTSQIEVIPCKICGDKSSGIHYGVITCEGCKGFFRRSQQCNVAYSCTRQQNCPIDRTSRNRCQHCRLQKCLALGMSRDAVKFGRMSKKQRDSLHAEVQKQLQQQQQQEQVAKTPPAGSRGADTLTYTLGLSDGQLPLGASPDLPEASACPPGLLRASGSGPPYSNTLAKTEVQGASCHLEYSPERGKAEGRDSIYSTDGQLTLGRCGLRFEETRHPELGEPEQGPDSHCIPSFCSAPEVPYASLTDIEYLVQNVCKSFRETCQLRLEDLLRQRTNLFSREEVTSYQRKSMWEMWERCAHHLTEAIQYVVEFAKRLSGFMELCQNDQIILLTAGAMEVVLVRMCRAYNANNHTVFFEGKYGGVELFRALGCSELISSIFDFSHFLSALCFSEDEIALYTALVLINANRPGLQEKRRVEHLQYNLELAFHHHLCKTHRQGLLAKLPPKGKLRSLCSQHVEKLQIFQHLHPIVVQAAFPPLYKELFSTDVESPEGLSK
#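 Read-out: Photinus luciferase luminescence; inhibitors lower reporter signal. Insect Schneider cells with Gal4-ROR gamma fusion under metallothionein promoter, UAS reporter; 700 uM final copper sulfate induction, 20 hr, ambient temperature.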
# uPA surface inh – inhibitors of cell surface uPA generation | cell surface uPA generation assay, qHTS | Potency, µM (doses to about 38.3 µM), inactives show at the highest dose activity change, negative = inhibition, actives largely listed as inhibitors | hit rate 0.31% among 330,000; active means well fitted inhibition curve with a large enough effect; inconclusive means small, poorly fitted or top-dose-only effect; inactive means no such curve, though single readings can be large or run the other way; tested in mouse RAW 264.7 cells; further: on the % scale 0 is the no-effect control and ±100 the full control effect; nearly all actives have a fitted effect of over 55% in size
# p53 reactivation – restores transcriptional activity of mutant p53; Potency, µM (highest dose often 92.2 µM), for inactives: at the highest dose activity change, positive = activation, hits mostly activators; H1299 p53-A138V BP100-luciferase reporter, luminescence, 24 h; hit rate 0.063% among 320,000; further: % of control where 0% means no effect; nearly all actives have a fitted effect of over 45% in size
#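 H1299 (p53-null), stable ts p53-A138V + BP100-Luc; 1000 cells/well, Opti-MEM/10% FBS; cpd 4 pt, 1:5; 24 h, 37 deg C, 5% CO2; detection reagent 10 min RT; luminescence.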
# FLuc modulator – firefly luciferase modulation, counter-screen for miR-21 project. Potency, µM (series often up to 57.5 µM), inactives show at the top dose activity change, negative = inhibition, actives largely listed as inhibitors. purified FLuc, Km substrates, luminescence inhibition. hit rate 6.9% among 360,000. AID 588342;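 further: plate controls were vehicle for no effect and reference inhibitor for full effect; nearly all actives have a fitted effect of over 55% in size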
# Target sequence (P08659 whole entry, looked up): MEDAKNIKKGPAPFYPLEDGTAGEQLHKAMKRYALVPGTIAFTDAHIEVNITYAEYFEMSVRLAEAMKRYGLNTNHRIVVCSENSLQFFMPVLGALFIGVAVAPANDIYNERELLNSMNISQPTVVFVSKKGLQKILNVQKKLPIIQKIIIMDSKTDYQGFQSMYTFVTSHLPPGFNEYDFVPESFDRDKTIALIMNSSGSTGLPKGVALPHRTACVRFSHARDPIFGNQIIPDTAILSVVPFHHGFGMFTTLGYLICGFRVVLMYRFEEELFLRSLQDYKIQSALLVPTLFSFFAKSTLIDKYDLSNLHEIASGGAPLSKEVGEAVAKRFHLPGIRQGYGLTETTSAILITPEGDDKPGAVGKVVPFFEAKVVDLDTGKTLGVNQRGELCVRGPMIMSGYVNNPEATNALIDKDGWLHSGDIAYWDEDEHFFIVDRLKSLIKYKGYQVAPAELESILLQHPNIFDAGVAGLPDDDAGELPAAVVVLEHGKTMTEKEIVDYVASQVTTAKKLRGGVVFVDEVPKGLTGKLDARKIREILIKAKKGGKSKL
#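 Purified P. pyralis luciferase, 10 nM final, with Km-level 10 uM D-luciferin and 10 uM ATP in 50 mM Tris acetate pH 7.5, 10 mM Mg acetate, 0.01% Tween-20, 0.05% BSA; 6-point qHTS titration about 60 µM downward; luminescence read.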
# VP16 counter – inhibits Gal4-VP16 luciferase reporter, ROR gamma counter-screen; Potency, µM (series often up to 53.6 µM), without a hit: at the top dose activity, negative = inhibition, hits mostly inhibitors; AID 2546; hit rate 3.5% among 310,000; Drosophila S2 Gal4-VP16 UAS-luciferase, luminescence, 20 h;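 further: Gal4-VP16 expression switched on by copper sulfate through the metallothionein promoter; on the % scale 0 is the no-effect control and ±100 the full control effect; nearly all actives have a fitted effect of over 50% in size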
# MBNL1 CUG block – MBNL1-poly(CUG) RNA binding inhibition. Q9NR56. TR-FRET MBNL1-His/biotin-(CUG)12 binding, 665/545 ratio. Potency, µM (highest dose often 57.5 µM), inactives show at the top dose activity change, negative = inhibition, hits mostly inhibitors. hit rate 0.036% among 280,000; active means well fitted inhibition curve with a large enough effect in the signal ratio, with a control signal flat, not every such curve was filed as active; inconclusive means small, poorly fitted or top-dose-only effect, or effect the other way, or a change in a side signal; inactive means no such curve, though single readings can be large or run the other way; the % refers to the signal ratio; further: on the % scale 0 is the no-effect control and ±100 the full control effect
#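 MBNL1-His + Biotin-(CUG)12, cpd titration 92 nM–58 uM; Tb anti-His Ab 0.055 ng/ul, SA-XL665 5 nM (final); 60 min RT; ratiometric 665/545 nm, Ex 340 nm; normalized to buffer and full-complex controls.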
# MLL CXXC-DNA inh – MLL CXXC-DNA interaction inhibition; MLL-CXXC / FITC-HOXA9 DNA fluorescence polarization; AID 2662; Potency, µM (highest dose often 115 µM), for the others: at the highest dose activity change, negative = inhibition, actives largely listed as inhibitors; Q03164; hit rate 0.037% among 290,000; active means well fitted inhibition curve with a large enough effect in the polarisation, with a control signal flat, not every such curve was filed as active; inconclusive means small, poorly fitted or top-dose-only effect, or effect the other way, or a change in a side signal; inactive means no such curve, though single readings can be large or run the other way; the % refers to the polarisation
#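 Steps: dispense CXXC domain solution (7 uM) → pin compounds or unlabeled HOX-A9 DNA control → 5 min ambient → add FLSN-HOX-A9 solution (50 nM) → spin → 30 min ambient → fluorescence polarization. Tris pH 7.5/NaCl/DTT/BSA buffer.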
# Active calls of the source: *; ? = inconclusive; · = not tested or not shown; [ ] = remark or other dose. Unless noted, the call rests on the fitted dose curve; in most records, active means well fitted curve in the direction sought with a large enough effect; inconclusive means small, poorly fitted or top-dose-only effect, or another doubt; inactive means no such curve, though single readings can be large; an effect the other way counts as inactive or inconclusive. Potency means the concentration at half of the fitted maximal effect. A portion of the library, so the mix of outcomes need not match the whole.
SMILES,Rab9 promoter act,BRCA1 expr up,NPC1 prom act,ELG1 genotox,RORg inh,uPA surface inh,p53 reactivation,FLuc modulator,VP16 counter,MBNL1 CUG block,MLL CXXC-DNA inh
Cc1ccc(C(C(=O)NC2CCCCC2)N2CCN(C(=O)c3ccco3)CC2)cc1 (configuration not stated),1%,-27%,-5%,3%,13%,2%,2%,2%,-7%,-13%,-2%
CCCCN(C(=O)NC(=O)Nc1cccc(C)c1C)S(C)(=O)=O,-1%,7%,-4%,4%,-6%,4%,21%,5%,2%,-7%,-2%
CCc1ccccc1NC(=O)c1cc(-c2ccc(F)cc2)on1,1%,33%,8%,13%,-30%,-11%,-3%,2%,-10%[10 µM],2%,8%
O=S1CCCSC1c1cccnc1 (configuration not stated),-3%,-25%,-2%,1%,-27%,3%,6%,-2%,1%,6%,-6%
CN(CCc1ccccc1)C1CCCN(S(=O)(=O)N(C)C)C1 (configuration not stated),-1%,-7%,0%,0%,-4%,3%,1%,1%,-11%,-14%,11%
O=C(Oc1ccc(-c2ccccc2)cc1)C1C2CCCCC21 (configuration not stated),-5%,12%,-4%,17%,-25%,-2%,0%,4.8µM*,?,-5%,2%
CCOC(=O)c1ccc(Oc2ccc(C(F)(F)F)cn2)cc1,0%,2%,-6%,1%,26%,16%,4%,?,-7%,0%,-3%
O=S(=O)(N/N=C1/CCCc2ccccc21)c1ccc(Br)cc1,-3%,-14%,-4%,-3%,?,6%,-7%,?,-11%,4%,-13%
O=C(NCC1CCS(=O)(=O)C1)Oc1ccccc1 (configuration not stated),4%,-19%,0%,3%,-1%,3%,3%,2%,0%,-10%,-9%
CCOC(=O)Cn1c(=NC(=O)c2nc3ccccc3s2)sc2cc(S(N)(=O)=O)ccc21,1%,-83%,-3%,10%,-15%,1%,1%,1%,?,86%[activator],1%
O=c1c2ccccc2nnn1Cc1ccc(Br)cc1,-1%,19%,3%,8%,36%,2%,-1%,-7%,-20%,20%,-2%
Cn1c(=O)c2c(ncn2CC(=O)N/N=C/C(Cl)=C/c2ccccc2)n(C)c1=O,-5%,-4%,-2%,-2%,20%,0%,20%,4%,-24%,1%,17%
CC(c1ccco1)N(C(=O)c1ccc(C#N)cc1)c1ccccn1 (configuration not stated),3%,4%,-1%,-1%,-7%,10%,-9%,-1%,4%,-5%,7%
N#Cc1c(N)nc2c(c1-c1ccc3c(c1)OCO3)CCCCCC2,-9%,-5%,-4%,4%,-9%,-9%,-10%,2%,-6%,-7%,-1%
CC1=CS(=O)(=O)CC1Sc1nc2ccccc2[nH]1 (configuration not stated),-8%,-5%,4%,0%,6%,-6%,-3%,3%,6%,?,5%
Cc1ccc(S(=O)(=O)N(C)C)cc1-n1c(SCC(=O)Nc2ccc(F)cc2)nc2ccccc2c1=O,0%,-8%,-3%,2%,22%,-1%,-30%[inhibitor],8%,-2%,0%,2%
CCC(NC(=O)COC(=O)C1CC2CCCC(C1)C2=O)c1ccc(Br)cc1 (configuration not stated),1%,-28%,-4%,3%,·,4%,-5%,3%,·,·,·
O=C(/C=C/c1ccccc1)N/C(=C/c1ccccc1)C(=O)NCCO,-2%,-21%,2%,3%,-40%,2%,-1%,2%,-8%,13%,4%
CC1=C(C(=O)Nc2ccccc2)C(c2ccc(C(C)C)cc2)N2C(=O)CSC2=N1 (configuration not stated),0%,3%,-1%,0%,14%,5%,-5%,4%,2%,-1%,-2%
CCS(=O)(=O)Nc1cccc(C(=O)CC2(O)C(=O)Nc3ccccc32)c1 (configuration not stated),-1%,-9%,-4%,0%,-1%,3%,-10%,1%,-7%,7%,-5%
CSc1nc2ccc(NC(=O)c3ccc(=O)[nH]c3)cc2s1,12%,-35%,1%,14%,-4%,3%,-3%,?,2%,-3%,-7%
CCC(C)[C@H]1COCCS(=O)(=O)N1Cc1ccccc1 (some centres not stated),-2%,0%,0%,-3%,-11%,-10%,6%,-1%,3%,-2%,-3%
COc1ccc(C(=O)C2CC2c2ccc3c(c2)OCO3)cc1 (configuration not stated),-5%,9%,-1%,4%,-1%,3%,-4%,?,-2%,-4%,9%
CC(C)COC(=O)c1ccc(NC(=O)C2C3C=CC(C3)C2C(=O)O)cc1 (configuration not stated),2.2µM*,81%,2.2µM*,?,16%,4%,19%,19µM*,-7%,0%,-7%
CCOc1ccccc1NC(=O)Nc1ccc2c(c1)CCC2,?,55%,?,?,34%,-4%,9%,6.7µM*,20%,-3%,12%
COC(=O)c1ccc(CN2CCCC(CO)(Cc3ccccc3F)C2)cc1 (configuration not stated),6%,-6%,4%,-4%,11%,4%,·,-1%,-16%,-14%,12%
CCN(CC)S(=O)(=O)c1cccc(C(=O)Nc2ccc(S(=O)(=O)NC3=NCCCCC3)cc2)c1,-7%,-42%,-3%,?,·,-2%,-3%,-1%,·,·,·
Cc1ccsc1/C=N/NC(=O)C(N)=O,16%,-11%,1%,-13%,40%,1%,18%,?,?,·,-1%
CC(C)C(C(=O)NCc1ccco1)N(Cc1ccco1)C(=O)CNS(=O)(=O)c1ccccc1 (configuration not stated),8%,-16%,1%,-4%,18%,-1%,-2%,1%,19%,-3%,0%
Cc1cccc2c(C(=O)n3cccn3)cc(-c3ccccc3Cl)nc12,2%,-22%,-2%,0%,-10%,6%,-22%,9%,-25%,?,17%
Cc1ccc(CC2CC(=O)N(c3nc(C)cc(C)n3)C2=O)cc1 (configuration not stated),1%,-4%,-2%,0%,0%,·,1%,0%,-1%,-11%,-3%
Cc1nn2c(NCCN3CCOCC3)c3c(nc2c1-c1ccccc1)CCCC3,-5%,-30%,-7%,-12%,1.6µM*,-2%,-1%,1%,3.5µM*,-13%,1%
CNC(=O)c1csc(Cc2c(Cl)sc3ccc(Cl)cc23)n1,0%,-50%,-5%,2%,31%,?,2%,-1%,-6%,8%,4%
CCCCN(Cc1ccccc1)C1CCN(Cc2ccccc2)CC1,-2%,3%,0%,-2%,-23%,-3%,-4%,3%,-2%,0%,3%
O=C(CCc1nnc(CCCCc2ccccc2)o1)N(CCO)Cc1ccccc1,-2%,0%,-2%,-2%,24%,3%,1%,-5%,1%,-8%,-2%
Cc1ccc(S(=O)(=O)NCCCCCC(=O)Nc2ccccc2C)cc1,-2%,3%,-9%,-8%,?,-1%,8%,0%,-11%,3%[11.5 µM],-10%
O=C(CCCc1ccccc1)Nc1ccccc1[N+](=O)[O-],?,?,?,?,26%,3%,10%,?,10%,?,5%
Cc1ccc(NC(=O)CCN2CCc3ccccc3C2)cc1,-3%,7%,-3%,7%,29%,0%,-6%,1%,13%,2%,4%
O=C(Nc1cccc2ccccc12)N1CCc2ccccc2C1,-3%,16%,-2%,3%,?,-5%,13%,?,23%,1%,-2%
C/C(CC(=O)Nc1cc(C)ccn1)=N\NC(=O)c1ccncc1,-2%,-1%,-3%,0%,-32%,6%,14%,-1%,14%,-11%,-2%
CCN(CC)S(=O)(=O)c1cccc(NC(=O)CSc2nnc(N)s2)c1,-4%,-27%,-2%,-2%,28%,-3%,1%,1%,9%,-13%,8%
Cc1cnc(C(=O)OCC(=O)c2c(N)n(CC(C)C)c(=O)n(C)c2=O)cn1,-7%,-8%,-2%,-2%,·,3%,-3%,3%,·,·,·
O=C(c1ccco1)n1nc(-c2cccnc2)nc1NCc1ccco1,1%,-1%,-7%,3%,-2%,1%,6%,7%,5%,2%,132%[activator]
CN(C(=O)C1CCCCC1)C1CCS(=O)(=O)C1 (configuration not stated),8%,2%,-2%,7%,·,5%,3%,3%,·,·,·
CCCCNC(=O)c1onc(CSc2nc3ccccc3[nH]2)c1C(=O)NCCCC,-4%,0%,-4%,-1%,-15%,2%,8%,1%,-5%,-2%,-4%
O=C(CC12CC3CC(CC(C3)C1)C2)NCC(c1ccc(F)cc1)N1CCOCC1 (configuration not stated),-1%,0%,-3%,-5%,20%,9%,-1%,0%,-17%,0%,-18%
